uPA generation = inhibitors of cell surface uPA generation. 330,000 compounds, 0.31% hits. Potency, µM (titrated, usually from 38.3 µM), for inactives: at the top dose activity change, negative = inhibition, most hits filed as inhibitors. AID 540303. cell surface uPA generation assay, qHTS; active = well fitted inhibition curve with a large enough effect; inconclusive = small, poorly fitted or top-dose-only effect; inactive = no such curve, though single readings can be large or run the other way; tested in mouse RAW 264.7 cells; also: potency is read from the fitted curve at half-maximal effect; % is scaled to controls: 0 for no effect and ±100 for the full control effect; nearly all actives have a fitted effect of over 55% in size
Mito fusion yeast = mitochondrial division inhibition or fusion activation | Potency, µM (titrated, usually from 46.1 µM), without a hit: at the top dose growth rescue (activation), hits mostly activators | 320,000 compounds, 0.23% hits | S. cerevisiae fusion-defective mutant growth rescue, CellTiterGlo 48 h;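 also: potency is read from the fitted curve at half-maximal effect; % of control where 0% means no effect; nearly all actives have a fitted effect of over 45% in size; temperature-sensitive fusion mutants such as fzo1-1 at 37 °C on non-fermentable ethanol glycerol medium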
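S. cerevisiae fusion-defective temperature-sensitive mutants (e.g. fzo1-1, mgm1-5) grown 48 h at 37C in YPEG (ethanol/glycerol non-fermentable) medium with 23 nl compound per well; growth rescue read as CellTiterGlo luminescence.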
BCR signal inh = chronic active BCR signaling inhibition; Potency, µM (series often up to 46.1 µM), for inactives: at the top dose ratio change, negative = lower green/red ratio, usual class: inhibitors; ABC-DLBCL IkBa-CBG/CBR reporter, luminescence ratio, 4 h; 340,000 compounds, 0.05% hits; AID 493014; active = well fitted inhibition curve with a large enough effect in the signal ratio, with a control signal flat, not every such curve was filed as active; inconclusive = small, poorly fitted or top-dose-only effect, or effect the other way, or a change in a side signal; the % refers to the signal ratio;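 also: potency is read from the fitted curve at half-maximal effect; plate controls were basal doxycycline-induced cells for no effect and cells given 10 µM MG132 for full effect; MG132 reads +100%, hits lower the ratio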
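Concentration-response series (up to 46 uM) were applied to TMD8 dual-reporter cells for 4 h at 37C with doxycycline. Green/red ratio, after filter-overlap correction, defined %Activity; red signal alone was normalised to basal cells and zero luminescence.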
TSG101-PTAP inh = blocks PTAP/TSG101 interaction to inhibit HIV-1 budding | Q99816 | Fluorescence polarization, FITC-PTAP peptide / Tsg101 binding | Potency, µM (highest dose often 115 µM), for inactives: top-dose activity change, negative = inhibition, usual class: inhibitors | 340,000 tested, under 10 active; active = well fitted inhibition curve with a large enough effect in the main read-out, with a control signal flat, not every such curve was filed as active; inconclusive = small, poorly fitted or top-dose-only effect, or effect the other way, or a change in a side signal; inactive = no such curve, though single readings can be large or run the other way; also: potency is read from the fitted curve at half-maximal effect; % of control where 0% means no effect
Target sequence (Q99816 whole entry, looked up): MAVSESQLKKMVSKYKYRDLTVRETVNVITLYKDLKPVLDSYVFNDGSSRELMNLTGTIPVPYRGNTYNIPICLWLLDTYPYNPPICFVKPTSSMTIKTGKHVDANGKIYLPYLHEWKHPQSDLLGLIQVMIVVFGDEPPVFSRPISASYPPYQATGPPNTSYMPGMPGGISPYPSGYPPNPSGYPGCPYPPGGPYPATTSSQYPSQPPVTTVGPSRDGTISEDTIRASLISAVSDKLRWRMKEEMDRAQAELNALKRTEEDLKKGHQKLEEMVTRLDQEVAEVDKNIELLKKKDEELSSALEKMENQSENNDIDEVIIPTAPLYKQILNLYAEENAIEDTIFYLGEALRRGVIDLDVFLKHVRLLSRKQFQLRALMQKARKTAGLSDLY
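Compounds were pin-transferred onto Tsg101 binding domain (10 uM final) in HEPES pH 7.5 buffer, then FITC-PTAP peptide was added at 50 nM final. After 20 min at RT, polarization reported peptide displacement across a qHTS concentration series.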
Tb PFK inh = inhibitors of T. brucei phosphofructokinase | O15648 | T. brucei PFK, ADP-Glo luminescence | Potency, µM (titrated, usually from 57.5 µM), for the others: at the top dose activity, negative = inhibition, usual class: inhibitors | 330,000 compounds, 0.17% hits | AID 485367;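 also: potency is read from the fitted curve at half-maximal effect; 0% = uninhibited 1x PFK enzyme wells and -100% = no-enzyme wells; nearly all actives have a fitted effect of over 60% in size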
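PFK 1.25 nM, F6P 0.5 mM, ATP 0.1 mM, 0.1 M TEA pH 8.0, 5 mM MgCl2, 0.01% Tween20, 0.1% BSA; 45 min RT. ADP-Glo readout. qHTS titration up to 57 uM; curves fitted, compounds curve-classed.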
USP2a inh = blocks human ubiquitin-specific protease USP2a; USP2 core, Ub-CHOP2 coupled fluorogenic reporter, 485/531; Potency, µM (highest dose often 38.3 µM), without a hit: at the top dose activity change, negative = inhibition, usual class: inhibitors; 330,000 compounds, 0.01% hits; AID 463254;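 also: potency is read from the fitted curve at half-maximal effect; plate controls were DMSO wells for no effect and full inhibition by NEM control for full effect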
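Cell-free coupled assay: 10nM USP2 core preincubated 30min RT with compound in Tris-HCl pH 8.0/CaCl2/CHAPS buffer, then 25nM Ub-CHOP2 and 25nM reporter substrate; fluorescence (Ex 485/Em 531) read after 60min RT, normalized to NEM inhibition, concentration-response curves fitted.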
ELG1 DNA repair = ELG1-dependent DNA repair inhibition. HEK293T ELG1-luciferase reporter, luminescence, 16 h; DNA damage induced by 5-fluorouridine. Potency, µM (highest dose often 46.1 µM), without a hit: top-dose activity change, negative = inhibition, actives largely listed as inhibitors. 330,000 compounds, 2.3% hits. AID 504467; also: potency is read from the fitted curve at half-maximal effect; % is scaled to controls: 0 for no effect and ±100 for the full control effect; nearly all actives have a fitted effect of over 55% in size
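Luminescence from the luciferase reporter, measured 30 min after ONE-Glo reagent at room temperature, was the read-out. Beforehand, 2,000 cells per well were exposed for 16 hr at 37 °C to 5-fluorouridine together with compound or vehicle.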
TCR activator = activates T cell receptor signaling. 330,000 tested, under 10 active. primary human leukocytes, anti-CD3, IL-2 HTRF, 48 h. Potency, µM (top dose mostly 9.22 µM), inactives show top-dose activation of IL-2 secretion, hits mostly activators. AID 504894; also: % of control where 0% means no effect
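1) Mix primary human leukocytes, a-CD3 beads and compound. 2) Incubate 48 hr. 3) Add HTRF IL-2 reagents (a-IL-2-K, a-IL-2-d2).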
B2AR arrestin = beta2AR (human) beta-arrestin recruitment activity | Potency, µM (top dose mostly 46.1 µM), for the others: at the highest dose activation, usual class: activators | 330,000 compounds, 0.02% hits | beta-arrestin recruitment to beta2AR, cell-based reporter | P07550;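 also: potency is read from the fitted curve at half-maximal effect; 0% = DMSO controls and full agonism = EC100 isoproterenol or metaproterenol; nearly all actives have a fitted effect of over 65% in size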
Eya2 phos inh = Eya2 (human) phosphatase inhibition | recombinant Eya2, OMFP fluorescence dephosphorylation (OMFP is methylfluorescein phosphate) | Potency, µM (doses to about 76.9 µM), without a hit: at the top dose activity, negative = inhibition, usual class: inhibitors | 330,000 compounds, 0.006% hits; also: potency is read from the fitted curve at half-maximal effect; % is scaled to controls: 0 for no effect and ±100 for the full control effect
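Eya2 (0.2 uM) preincubated 10 min at ambient with compound, then OMFP substrate added at 50 uM; 10 min reaction in 50 mM HEPES pH 7.5, 50 mM NaCl, 5 uM MgCl2, 0.05% BSA, 1 mM DTT. Fluorescence read at Ex 485/Em 525 nm.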
TSHR antag = human thyrotropin receptor antagonism; P16473; TSHR-expressing cells, TSH-stimulated cAMP HTRF, 2 h; active compounds read low; activity change, negative = inhibition, % at 11.5 µM; 330,000 compounds, 0.2% hits; AID 504810;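 active = activity change below a set negative limit, meaning inhibition stronger than a set level, cut at about -70% in these data; inconclusive = activity change between two set negative limits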; also: % is scaled to controls: 0 for no effect and ±100 for the full control effect
Target sequence (P16473 whole entry, looked up): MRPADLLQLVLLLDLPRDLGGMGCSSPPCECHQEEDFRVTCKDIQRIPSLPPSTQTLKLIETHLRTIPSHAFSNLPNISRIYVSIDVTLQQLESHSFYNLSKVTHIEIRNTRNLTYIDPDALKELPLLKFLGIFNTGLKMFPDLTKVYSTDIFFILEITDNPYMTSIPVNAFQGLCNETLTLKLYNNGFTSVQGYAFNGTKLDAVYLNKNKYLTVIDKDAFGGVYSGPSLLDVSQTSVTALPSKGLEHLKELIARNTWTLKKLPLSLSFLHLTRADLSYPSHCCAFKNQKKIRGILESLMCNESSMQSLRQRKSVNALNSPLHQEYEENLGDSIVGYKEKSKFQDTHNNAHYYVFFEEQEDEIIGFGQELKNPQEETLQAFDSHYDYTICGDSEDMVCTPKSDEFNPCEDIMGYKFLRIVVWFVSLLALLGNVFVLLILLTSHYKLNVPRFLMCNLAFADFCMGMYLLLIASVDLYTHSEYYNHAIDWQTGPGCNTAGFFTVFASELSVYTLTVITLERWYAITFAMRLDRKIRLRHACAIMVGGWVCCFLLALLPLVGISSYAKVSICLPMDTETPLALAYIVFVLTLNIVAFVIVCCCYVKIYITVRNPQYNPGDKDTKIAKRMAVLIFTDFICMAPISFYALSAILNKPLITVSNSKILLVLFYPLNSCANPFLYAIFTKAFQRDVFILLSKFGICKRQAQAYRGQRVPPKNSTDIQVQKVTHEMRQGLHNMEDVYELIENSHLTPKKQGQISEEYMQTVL
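Competitive HTRF cAMP read-out (cryptate anti-cAMP antibody, cAMP-d2; 30 min, room temperature) in freshly harvested TSHR cells. Compounds added before TSH at EC80 (4nM final), followed by 2 hours' incubation at 37 deg C.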
Active calls of the source: *; ? = inconclusive; . = no result given; [ ] = remark or other dose. Unless noted, calls follow the shape of the dose curve; as a rule, active = well fitted curve in the direction sought with a large enough effect; inconclusive = small, poorly fitted or top-dose-only effect, or another doubt; inactive = no such curve, though single readings can be large; an effect the other way counts as inactive or inconclusive.

SMILES	uPA generation	Mito fusion yeast	BCR signal inh	TSG101-PTAP inh	Tb PFK inh	USP2a inh	ELG1 DNA repair	TCR activator	B2AR arrestin	Eya2 phos inh	TSHR antag
NC(=O)CC(NC(=O)Cc1ccc(Cl)cc1)c1ccc(NC2CCCCCC2)c([N+](=O)[O-])c1 (configuration not stated)	-22%	-3%	-26%	-4%	-3%	-3%	-15%	8%	0.4%	2%	-4
CC(C)(C)C1CCC(CN2C(Nc3ccccc3)=NC[C@@H]2Cc2ccccc2)CC1 (some centres not stated)	?	.	-13%	.	-4%	0%	-9%	3%	-0.2%	-1%	-1
CCOC(=O)C1Cn2c(nc3c(c2=O)C(C)(CC)Cc2ccccc2-3)S1 (configuration not stated)	3%	?	-1%	-4%	0%	-9%	?	0%	0.0%	-19%	-13
CN1CCC(N(C)S(=O)(=O)c2ccc(NC(=O)COc3ccc(Cl)cc3)cc2)CC1	?	0%	-1%	-1%	?	3%	5%	-2%	-0.2%	22%	3
C=CC[N+](C)(C)CC(=O)OCc1ccccc1	-3%	-6%	3%	-2%	-5%	-1%	0%	-2%[46.1 µM]	-1.1%	2%	11
Cc1ccc(C2C(C(=O)c3ccco3)=C(O)C(=O)N2c2ncccn2)cc1 (configuration not stated)	1%	-6%	15%	-4%	2%	2%	?	-1%	-0.2%	13%	1
Cc1ccc([N+](=O)[O-])c(OCCN2CCc3ccccc3C2)c1	?	0%	0%	-4%	-3%	-7%	-2%	-1%	-1.0%	-16%	-2
Cc1ccc(SCc2c(C#N)c3ccccc3n2C)cc1	2%	13%	?	-2%	-6%	-9%	13%	2%[46.1 µM]	3.8%	-2%	1
CCC(=O)Nc1cc(C)c(NC(=O)c2ccco2)cn1	0%	-2%	1%	-11%	1%	1%	?	-4%	-1.6%	9%	6
CCCCCc1nc2c(c(=O)c3ccccc3n2C)c(=O)n1Cc1ccc(OC)cc1	-3%	7%	2%	-4%	1%	-2%	12%	-4%	0.0%	-29%	-3
C=CCOCCN(CCOCC=C)C1=NS(=O)(=O)c2ccccc21	-5%	1%	-1%	-3%	0%	0%	10%	4%	-0.3%	4%	-3
COc1ccccc1NC(=O)CCC(=O)Nc1ccccc1OC	-2%	-2%	?	-1%	10%	-2%	-9%	-11%	-0.3%	17%	12
COCCn1c(N2CCCC2)nc2c1c(=O)[nH]c(=O)n2C	2%	1%	1%	-4%	-2%	0%	0%	-1%	12%	8%	1
Cc1[nH]c2ccccc2c1C(=O)CSc1nc2ccccc2c(=O)n1CCCN1CCOCC1	-6%	0%	-29%	0%	1%	0%	?	0%	0.1%	3%	-16
C=CCNC(=S)Nc1cc(S(=O)(=O)N2CCOCC2)ccc1-n1cncn1	1%	3%	1%	-2%	0%	0%	?	-7%[46.1 µM]	-0.1%	-5%	17
CO/N=C/c1ccc(N2CCN(C(=O)c3ccc(C)cc3)CC2)c([N+](=O)[O-])c1	.	-5%	-2%	-5%	0%	4%	21µM*	3%	-0.6%	-8%	-12
Cc1cccc(CN2CCC(C(=O)Nc3ccc(-n4nc(C)cc4C)cc3)CC2)n1	0%	-1%	0%	0%	1%	0%	-1%	-6%	0.4%	11%	-2
CCc1nnc(NC(=O)CCC(=O)N2CCN(C3CCCCC3)CC2)s1	-13%	-2%	0%	-7%	3%	-1%	-1%	-1%	-0.1%	-8%	5
CCOc1ccc(N2CC(C(=O)NCCN3C(=O)S/C(=C/c4cccnc4)C3=O)CC2=O)cc1 (configuration not stated)	-2%	1%	1%	0%	0%	1%	?	-1%	-0.2%	17%	-9
Nc1nc(NCC(=O)O)nc(N2CCCCCC2)c1[N+](=O)[O-]	-6%	1%	5%	6%	-1%	-1%	14%	1%	-0.8%	-1%	-3
COC(=O)c1cc(COC(=O)COc2ccc(C)c(C)c2)oc1C	3%	-6%	1%	-2%	0%	-7%	8%	-3%	-0.2%	12%	-5
CC(C)[C@H](NC(=O)N1CC(=O)Nc2ccccc21)C(=O)N[C@@H](C(=O)O)c1ccccc1	0%	2%	-1%	2%	2%	0%	27%	-1%	0.0%	15%	6
COc1ccccc1/C=C/C(=O)NC(=S)N1CCOCC1	-2%	-7%	?	-5%	1%	1%	?	.	4.8%	4%	-13
O=c1[nH]c(NC2CCCCC2)c([N+](=O)[O-])c(=O)[nH]1	-4%	-2%	-8%	0%	2%	3%	1%	1%[46.1 µM]	0.2%	0%	0
Cc1nnsc1SCCNC(=O)c1ccc(F)cc1	-2%	-2%	1%	-5%	0%	-1%	25%	4%	-0.1%	0%	-2
CC(=O)c1ccccc1N(C(=O)c1ccco1)C(C(=O)NC1CCCC1)c1ccc(N2CCOCC2)cc1 (configuration not stated)	-1%	-8%	14%	0%	-8%	1%	-2%	0%	-0.9%	6%	0
CN(CC(=O)Nc1ccc(N2CCOCC2)cc1)C(=O)CCCOc1ccc(Cl)cc1Cl	4%	9%	-4%	-12%	-1%	-2%	?	1%	0.3%	-5%	-15
Cc1ccc(CN(Cc2ccccn2)C(=O)Nc2ccc(C)c(C)c2)cc1	0%	-1%	0%	-5%	3%	-2%	-7%	-1%	0.0%	-13%	0
CCn1cc(C(=O)NCc2ccccc2OC)c(=O)c2ccc(C)nc21	3%	-2%	0%	-1%	-4%	0%	1%	-34%	0.1%	6%	-8
Cc1cccc(C2=N/C(=C\c3cccnc3)C(=O)O2)c1	-1%	-2%	0%	0%	-6%	7%	12%	3%	-0.2%	6%	6
Cc1ccc(S(=O)(=O)C(C)C(=O)c2ccc3c(c2)OCCO3)cc1 (configuration not stated)	.	1%	6%	-1%	-5%	4%	27%	1%	0.2%	9%	-5
Cc1ccc(C(=O)COC(=O)CCN2C(=O)C3C4C=CC(C5CC45)C3C2=O)cc1 (configuration not stated)	5%	-25%	8%	-3%	0%	-3%	?	-203%	0.2%	-5%	-6
CCOC(=O)Cn1nnnc1CN(Cc1ccc(OC)cc1)Cc1cc2cc(C)ccc2[nH]c1=O	-8%	1%	-12%	-7%	-2%	1%	18µM*	-10%[46.1 µM]	-0.6%	0%	-11
Cc1cccc(C)c1NC(=S)N1CCC(c2ccccc2)C1 (configuration not stated)	0%	-3%	1%	-1%	0%	-1%	-12%	-1%	-0.3%	-16%	1
COc1cc(NC(=O)c2cc(-c3ccccc3)on2)cc(OC)c1OC	-21%	0%	?	3%	5%	1%	?	10%	-0.5%	10%	-15
CSc1nc2ccccc2c(=O)n1Cc1ccc(F)cc1	-1%	3%	8%	-2%	-3%	0%	4%	6%	-0.9%	1%	-11
Cc1cccc(C(=O)NC(=O)Nc2c(C)cc(C)nc2C)c1	0%	9%	6%	-1%	-1%	1%	?	-12%	0.0%	19%	-6
CCOC(=O)c1ccc(NC(=O)CC2C(=O)OCCN2CC)cc1 (configuration not stated)	3%	0%	4%	-7%	18%	9%	-7%	3%	-0.2%	2%	4
Cc1ccnc(NC(=O)CNC(=O)c2ccccc2)c1	3%	-1%	0%	-1%	0%	0%	?	0%	-0.1%	-13%	-9
CCOc1ccc(-c2nc(C#N)c(NCc3ccco3)o2)cc1	1%	-23%	-13%	-4%	-3%	6%	-17%	-9%	0.5%	-11%	-9
CC1CCN(C(=O)c2ccc(CNS(=O)(=O)c3ccc(C(C)(C)C)cc3)cc2)CC1	?	.	1%	1%	1%	0%	?	8%	-0.6%	-6%	-11
CCCCC1NC(C(=O)O)CS1 (configuration not stated)	12%	-7%	3%	2%	1%	?	-3%	-1%[46.1 µM]	0.0%	3%	8
CCOC(=O)N1CCN(C(=O)c2cc3c(s2)-c2ccccc2OC3)CC1	-2%	1%	?	4%	0%	3%	-7%	5%	-0.2%	-1%	-1
O=S1(=O)CC(O)C(N=Nc2c(O)n(Cc3ccccc3)c3ccccc23)C1 (configuration not stated)	3%	-8%	?	-4%	1%	0%	0%	3%	0.0%	1%	-13
COc1ccc(OC)c(S(=O)(=O)N2CCCC2C(=O)NC(C)c2ccccc2)c1 (configuration not stated)	16%	3%	5%	-4%	-1%	2%	-16%	-7%	0.5%	-7%	5
Cc1cc2cc(CNC(=S)Nc3ccc(OC(F)(F)F)cc3)ccc2[nH]1	-7%	2%	-13%	3%	0%	3%	-2%	-3%	-0.3%	1%	-10
